PKA-R1A act: PKA-R1A complex activation; P00514+P68181; PKA-R1A dissociation, Cy5-IP20 fluorescence polarization; scaled: DMSO 0%, 113 µM cGMP 100%; activation, % at 11.4 µM; 340,000 tested, 0.083% active; AID 504707;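 active means percent activation above the mean of all tested compounds plus 3 SD, cut at about 19% in these data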;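 further: higher means more PKAc released from R1A so a rise in polarization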
E coli growth: bacterial growth inhibition, counter-screen for AddAB inhibitors | E. coli V3065 growth, OD600 absorbance, 18 h | inhibition, % at 11.9 µM | AID 449728 | 330,000 tested, 0.27% active;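 active means inhibition above the campaign's mean inhibition across all tested compounds plus 3 SD, cut at about 9.9% in these data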;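 further: uninfected addAB+ strain grown without phage in ampicillin broth; 0% = DMSO wells and 100% = ciprofloxacin 0.95 µg/ml wells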
PKA-R2B act: PKA-R2B complex activation; PKA-R2B holoenzyme dissociation, Cy5-IP20 fluorescence polarization; R2B truncated from residue 108, S112A mutant; 0% DMSO only, 100% 113 µM cGMP; activation, % at 11.4 µM; 340,000 tested, 0.079% active;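 active means activation above a cutoff set at the mean over all compounds plus 3 SD, cut at about 18% in these data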;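 further: higher means more holoenzyme dissociation and a rise in polarization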
Target sequence (P31323 whole entry, looked up, other chains not shown, the tested form may be a part): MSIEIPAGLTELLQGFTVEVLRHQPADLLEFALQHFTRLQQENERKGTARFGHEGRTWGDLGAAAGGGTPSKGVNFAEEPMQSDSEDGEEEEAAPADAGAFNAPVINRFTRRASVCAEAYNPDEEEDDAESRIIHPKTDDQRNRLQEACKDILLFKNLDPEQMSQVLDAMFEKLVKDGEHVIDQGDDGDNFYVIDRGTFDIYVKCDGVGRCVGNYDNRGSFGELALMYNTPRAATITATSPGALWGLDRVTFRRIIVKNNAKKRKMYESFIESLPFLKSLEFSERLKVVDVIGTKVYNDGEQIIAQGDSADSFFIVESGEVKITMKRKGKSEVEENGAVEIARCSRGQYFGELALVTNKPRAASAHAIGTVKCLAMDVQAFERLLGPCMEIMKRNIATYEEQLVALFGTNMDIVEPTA
HTR5A inv ag: HTR5A inverse agonism, opioid heterodimer counter-screen; HTR5A cell line, luminescence; P47898; inhibition, % at 9.3 µM; 340,000 tested, 0.083% active; in the data active means inhibition mostly above about 23%, no sharp cut-off; inactive means mostly below about 18%;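 further: 0% = cells with DMSO and 100% = no-cell wells with DMSO; some compounds called inactive have numbers as strong as hits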
Target sequence (P47898 whole entry, looked up): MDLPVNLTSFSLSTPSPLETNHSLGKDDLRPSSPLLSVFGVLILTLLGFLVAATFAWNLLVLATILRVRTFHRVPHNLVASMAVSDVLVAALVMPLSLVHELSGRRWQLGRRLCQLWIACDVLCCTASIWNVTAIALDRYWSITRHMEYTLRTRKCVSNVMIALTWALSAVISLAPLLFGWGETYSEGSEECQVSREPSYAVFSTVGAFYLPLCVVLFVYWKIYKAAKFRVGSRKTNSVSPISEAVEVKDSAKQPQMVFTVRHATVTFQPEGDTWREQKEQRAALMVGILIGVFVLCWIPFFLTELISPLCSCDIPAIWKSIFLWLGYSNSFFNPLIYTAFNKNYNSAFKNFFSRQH
DAGLB inh: blocks human DAGLB lipase activity. Q8NCG7. HEK293T DAGLB membrane lysate, EnzChek fluorogenic substrate. inhibition, % at 5.17 µM. 340,000 tested, 0.059% active; in the data active means inhibition above about 34%;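 further: 0% = enzyme with vehicle and 100% = wells lacking enzyme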
phage Ecoli inh: E. coli growth loss with phage present. growth absorbance. inhibition, % at 11.9 µM. 360,000 tested, 0.26% active; in the data active means inhibition above about 11%
HTR5A ag ctr: HTR5A agonism, opioid heterodimer counter-screen; P47898; HTR5A agonist assay, luminescence, cell-based; activation, % at 9.3 µM; 340,000 tested, 0.61% active; AID 504692; in the data active means activation mostly above about 9.5%, no sharp cut-off; inactive means mostly below about 7.6%;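 further: 0% = cells with vehicle only and 100% = reference agonist; strong numbers were not always called active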
AddAB inh: less growth of phage-infected E. coli with AddAB | inhibition, % at 11.9 µM | E. coli expressing H. pylori AddAB, absorbance growth | 330,000 tested, 0.29% active; in the data active means inhibition above about 12%;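 further: 0% = vehicle wells of infected cells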
Mot1-301 SUMO: inhibitors of SUMOylation pathway: yeast Mot1-301 growth rescue | S. cerevisiae Mot1-301 growth rescue, ATP luminescence, 38.5C; percent above DMSO median, 100 means doubled | growth rescue, % at 18.8 µM | 320,000 tested, 1% active | AID 2716;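 active means every valid replicate shows activation above 250% relative to neutral control wells; inactive means the rest, any valid replicate at or below 250%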;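 further: OY570 slx delta 5 strain wells were the positive control but not used for scaling; some compounds called inactive have numbers as strong as hits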
Tat export inh: inhibitors of E. coli Tat protein transport; E. coli MC4100 TorA-mCherry Tat export, fluorescence; inhibition, % at 10 µM; 340,000 tested, 0.036% active; AID 488895;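 active means mean replicate inhibition at least 50% and at least half of replicates individually reaching 50%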;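 further: exported cargo escapes ClpAP degradation while cytoplasmic cargo is degraded and loses fluorescence; 0% = median of neutral control wells and 100% = median of NaSCN control wells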
CDK5 inh: blocks human CDK5/p35 kinase activity; Q00535+Q15078; Recombinant CDK5/p35, ADP-Glo luminescence, 60 min; inhibition, % at 10 µM; 330,000 tested, 0.01% active; AID 488839;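 active means highest replicate inhibition of at least 50% and at least 75% of replicates reaching 50%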;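 further: plate controls were DMSO neutral control for no effect and GW8510 at 10 µM for full effect; many of its hits are not listed in these tables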
* = called active by the depositor; . = not tested or not shown.

SMILES | PKA-R1A act | E coli growth | PKA-R2B act | HTR5A inv ag | DAGLB inh | phage Ecoli inh | HTR5A ag ctr | AddAB inh | Mot1-301 SUMO | Tat export inh | CDK5 inh
CCc1nnc(NC(=O)c2ccc3ccccc3n2)s1 | 2.0 | 0.1 | 2.8 | -15.0 | 0.7 | -1.0 | 4.0 | 0.8 | 8.4 | -9.9 | 0.2
COc1ccc(CCN2C(=O)C3C4CC(C5C(C(=O)O)=NOC45)C3C2=O)cc1OC (stereo not given) | -0.6 | -3.2 | 0.7 | -20.8 | -5.8 | 4.1 | 3.1 | 1.0 | -9.6 | 7.4 | 0.1
CCN(C(=O)c1cccc(NC(=O)c2ccccc2)c1)C1CCCCC1 | -9.6 | -0.3 | -8.0 | 3.1 | -1.7 | -0.4 | -0.9 | 1.8 | 6.5 | 8.0 | -0.1
CCN1CCN(C(=O)C(C)N(c2ccc(C)cc2)S(C)(=O)=O)CC1 (stereo not given) | -1.6 | 0.6 | 13.4 | 1.9 | 0.8 | 1.4 | 2.8 | 3.2 | -16.4 | -0.1 | -1.9
CCCn1c(SCC(=O)Nc2nc(C)cs2)nnc1-c1cccnc1 | -0.1 | 1.7 | -1.5 | 23.6 | 0.3 | 2.5 | 0.6 | 2.9 | -4.1 | 7.0 | 1.1
O=c1cc(CSc2nnnn2-c2ccccc2)nc2nc[nH]n12 | -8.8 | -1.1 | -6.4 | -19.3 | 2.7 | 0.8 | 4.6 | -1.5 | 8.2 | 8.8 | 0.7
O=C(COC(=O)c1ccco1)Nc1cc(S(=O)(=O)N2CCCCC2)ccc1Cl | -11.7 | 0.5 | -5.7 | -4.5 | -2.2 | 4.1 | 1.1 | 0.7 | 149.3 | -3.0 | -0.5
COc1ccccc1NC(=O)Nc1nnc(C(C)c2ccccc2)s1 (stereo not given) | 1.1 | 1.4 | -6.9 | -42.4 | 0.5 | 2.5 | 11.5* | 3.0 | 26.9 | 5.1 | 0.9
CC(C)c1ccc(C(N)=S)cc1 | -3.6 | 3.6 | -3.8 | 6.5 | -1.1 | 2.6 | -2.3 | 1.7 | 854.4 | 9.8 | 1.9
COc1ccc(CNC(=O)COC(=O)/C=C/c2ccc(S(=O)(=O)N3CCOCC3)cc2)cc1 | . | -1.8 | . | . | . | 2.1 | . | 0.3 | -1.1 | 1.0 | -0.2
Cc1noc(C)c1CSCc1ccc(Cl)cc1 | . | 1.8 | . | . | . | 3.0 | . | 0.0 | 13.5 | 13.5 | -4.6
CN(CCc1ccccc1)C(=O)c1ccc(NC(=O)Cc2ccc(NC(=O)C3CCCN(C(=O)c4ccccc4)C3)cc2)cc1 (stereo not given) | 4.3 | . | -4.5 | 2.7 | 0.0 | 2.0 | -0.7 | . | . | -0.3 | -0.5
CC(C)(S)[C@@H](N)C(=O)O | -10.8 | 0.9 | -4.9 | 4.6 | -1.3 | 3.2 | -1.4 | -2.2 | 26.2 | 15.2 | -0.7
COc1cc(C(=O)NCC(C)(C)CNC(=O)c2cc(OC)c(OC)c(OC)c2)cc(OC)c1OC | 1.9 | -1.2 | -7.0 | -14.0 | -3.1 | -0.9 | 4.1 | -0.3 | -0.4 | -4.8 | -1.2
CCN(CC)c1ccc(NC(=O)CNCc2ccccc2Cl)c(C)c1 | -0.1 | 1.4 | -2.3 | 6.0 | -3.3 | 0.9 | -1.7 | 1.3 | 4.4 | 3.4 | 1.0
COC(=O)c1ccc2c(c1)C(C)(C)C(/C=C/c1ccccc1O)=[N+]2C | -17.6 | -0.7 | -3.1 | -7.4 | 2.3 | 3.4 | -3.5 | 2.1 | -2.6 | -79.5 | 11.4
Cc1ccc(NC(=O)C2CCN(S(=O)(=O)c3ccc4c(c3)OCCO4)CC2)c(O)c1 | -4.0 | 0.5 | -13.7 | 14.7 | 1.5 | 4.5 | -5.6 | -0.2 | -2.6 | 0.5 | -3.0
CNC(=O)CSc1nnc(-c2ccccc2F)n1CCc1ccccc1 | -2.8 | -1.8 | -2.6 | 8.5 | 2.1 | -3.5 | -2.9 | 0.1 | 17.4 | -2.8 | -0.4
O=C(NCc1cn2ccsc2n1)c1cccc(C(F)(F)F)c1 | -0.6 | -0.5 | 2.6 | 22.1 | -0.1 | 0.1 | -4.0 | 2.0 | -1.0 | -13.1 | -1.4
C#CCOCCOCCOCCNc1nc(N2CCN(C(=O)Cn3cc(CC(C)O)nn3)CC2)nc(N2CCN(C(=O)[C@H](CCCCN)n3cc(CCC(=O)O)nn3)CC2)n1 (stereo not given in full) | -8.4 | 1.7 | 1.7 | 9.6 | -0.1 | 0.6 | -3.6 | 2.5 | 6.1 | -9.5 | -0.3
CCc1ccc2nc(-c3cccc(C)c3)nc(SCC(=O)NCC3CCCO3)c2c1 (stereo not given) | -8.9 | -3.5 | 2.2 | 8.9 | -0.4 | 2.8 | -5.1 | 1.3 | 404.2* | 9.4 | -1.1
Cc1[nH]n(-c2ccc([N+](=O)[O-])cc2)c(=O)c1C=NCCN1CCN(C(=O)c2cccc(F)c2)CC1 | -8.0 | 0.4 | -7.7 | -3.0 | -2.7 | 3.7 | 1.1 | 0.1 | -43.4 | 5.0 | 1.1
CCOC(=O)CSc1nnc(CSc2nc3ccccc3c(=O)[nH]2)n1-c1ccccc1 | -10.0 | -4.7 | -2.1 | -11.7 | -1.2 | 3.0 | 2.5 | 3.2 | -6.8 | -5.8 | 0.0
CCS(=O)(=O)Nc1c(C)n(C)n(-c2ccccc2)c1=O | 12.1 | 0.7 | -0.8 | -2.1 | -2.6 | -0.3 | 1.7 | 1.1 | 13.4 | 0.0 | -0.3
Cc1ccc(N(CC(=O)Nc2ccc(S(=O)(=O)N3CCOCC3)cc2)S(C)(=O)=O)cc1C | 0.1 | -2.4 | -7.7 | -8.2 | -1.9 | 2.0 | 1.6 | 2.1 | -12.0 | -0.3 | 1.3
CCOC(=O)c1[nH]c(C)c(C(=O)NC2CCCCCC2)c1C | -6.6 | 0.4 | -0.1 | -34.4 | -3.0 | 2.5 | 12.2 | -0.8 | . | -12.6 | 0.7
CCOc1ccc(CCNC(=O)CSc2cc(=O)n(C)c3ccc(Cl)cc23)cc1OCC | -6.6 | -0.2 | -3.4 | -6.2 | 0.7 | 1.2 | 1.6 | -0.3 | 55.8 | 13.8 | -0.7
C=CCOc1ccc(Br)cc1CNCCO | -3.8 | 1.6 | -1.0 | -5.3 | -0.5 | 3.9 | 1.9 | 5.2 | -9.8 | -10.9 | -0.8
CCOC(=O)c1ccc(NS(=O)(=O)c2ccc3oc(=O)[nH]c3c2)cc1 | -4.9 | 0.7 | -6.5 | -41.1 | 3.5 | -0.6 | 14.5 | 0.3 | -9.6 | -7.8 | 0.6
O=C(NCc1ccccn1)c1ccc(Cl)c(S(=O)(=O)NCc2ccccc2)c1 | 9.8 | -0.9 | -9.8 | 17.8 | -0.4 | -0.7 | -7.1 | -0.4 | -18.1 | 5.9 | -3.7
CCCCC#Cc1ccc(C(=O)NNC(=O)Nc2ccccc2)o1 | 4.4 | -0.1 | -1.6 | -30.9 | -8.0 | 3.4 | -0.3 | -0.3 | -13.2 | 2.5 | -6.6
CCNc1nc(NCC)nc(N/N=C/c2ccc(N(C)C)cc2)n1 | 6.4 | -2.7 | 4.6 | 4.5 | 1.0 | 2.5 | -1.7 | 3.4 | -3.8 | 5.7 | 0.0
COc1ccc(Cl)c(Cn2c(NCCCO)nc3c2c(=O)n(C)c(=O)n3C)c1 | 3.7 | 0.0 | -4.4 | -16.9 | 0.8 | 2.1 | -5.1 | 0.7 | 17.2 | 0.0 | 2.4
N#Cc1ccsc1NC(=O)COC(=O)c1cc(Br)ccc1O | -7.4 | -0.1 | -14.3 | -8.9 | 2.5 | 0.5 | 3.0 | 1.0 | -3.4 | -4.4 | 0.9
Cc1noc(C)c1C(=O)NCC1COc2ccccc2O1 (stereo not given) | -6.3 | -0.3 | 6.6 | 19.9 | -2.4 | 5.0 | -8.2 | 0.4 | 9.0 | -3.5 | -2.7
COc1cc(C=O)ccc1OCC(=O)Nc1ccccc1N1CCOCC1 | 6.0 | . | 2.3 | 36.5 | -1.7 | -0.3 | -1.0 | . | -11.3 | -0.9 | -0.2
CN(Cc1nccn1C)C(=O)CC1C(=O)NCCN1Cc1ccccc1C(F)(F)F (stereo not given) | -5.7 | 0.1 | 6.5 | -17.9 | -1.8 | 2.9 | -3.5 | -1.1 | -5.5 | 0.4 | 2.1
Cc1cc(C)cc(NC(=O)CCc2nc3ccccc3[nH]2)c1 | -6.8 | -1.3 | -1.2 | -6.2 | -3.7 | 5.1 | -5.0 | 3.6 | 6.1 | -5.4 | -0.3
Cc1ccc(CNC(=O)Cn2nnc(C(=O)Nc3cccc(C)c3C)c2N)cc1 | 6.4 | -2.5 | -4.3 | -28.4 | -1.8 | 2.2 | 6.1 | 2.3 | 4.9 | 0.0 | .
Fc1ccc(-c2cc3nc(-c4ccccc4)cc(N4CCOCC4)n3n2)cc1 | -6.3 | -3.5 | -10.9 | -1.8 | -5.1 | 1.7 | -3.3 | 2.2 | 4.4 | 0.8 | 0.2
CC(=O)CSc1nc2ccccc2o1 | 0.6 | 3.6 | -5.6 | -5.1 | -2.8 | 0.1 | 1.3 | 4.1 | 14.8 | -1.6 | -0.9
O=Cc1c(N2CCN(c3cccc(Cl)c3)CC2)nc2ccccn2c1=O | 10.3 | 0.6 | -6.6 | 1.0 | -0.2 | 1.7 | -5.2 | 1.9 | . | -2.7 | -1.8
Clc1ccc(-n2cc(COCc3ccccc3)nn2)cc1 | 0.3 | -1.9 | 0.1 | 0.5 | -10.8 | 6.0 | -0.2 | 0.0 | 163.5 | -0.9 | 1.2
CN1CCN(C(=O)c2cccn(Cc3c(Cl)cccc3Cl)c2=O)CC1 | -1.4 | -0.1 | -1.0 | 3.1 | -2.2 | 3.9 | -0.9 | -2.4 | 12.8 | -8.4 | 1.5
Cc1cc(C)n(CCC(=O)N/N=C/c2ccccc2O)n1 | 6.6 | -1.7 | 9.0 | 15.5 | 2.3 | 2.5 | 0.6 | -1.9 | -10.1 | 3.7 | -0.4
Cc1cccc(CSCc2ccc(C(=O)NC(C)C)o2)c1 | -0.1 | 0.5 | 7.0 | -9.2 | -4.0 | 1.8 | 2.6 | 0.0 | 145.8 | -2.7 | 1.2
Cc1cc(C(C)(C)C)cc(C)c1N | -5.0 | 1.0 | 8.0 | -30.9 | 0.1 | -3.0 | -1.1 | 2.2 | -5.8 | -7.3 | 0.3
CNC(=S)N/N=C/c1cn(CCOc2cccc(OC)c2)c2ccccc12 | -3.9 | 3.6 | -7.7 | -9.2 | 4.4 | 2.4 | 7.5 | 1.0 | 12.5 | 6.8 | .
CCOCCCNC(=O)C(c1ccc(OC)cc1)N(Cc1cccs1)C(=O)CNC(C)=O (stereo not given) | -13.1 | -2.4 | -6.0 | 6.8 | -2.9 | -1.5 | -2.8 | 0.0 | 4.8 | -4.5 | -0.2

Screening results deposited in PubChem by several laboratories.
